Large T inhibition: SV40 large T antigen inhibitors, biochemical (AID 1903) | one-dose inhibition, % at 20 µM; IC50 in µM for titrated hits | 0.39% of 310,000 active | SV40 large T antigen ATPase/helicase inhibition assay; higher % means a stronger effect; in the data active = a potency from the dose series; also: strong numbers were not always called active
CSM14.1 death rescue: protection against thapsigargin-triggered cell killing – 384-well, CSM14.1, ATP luminescence, primary screen (AID 1222); 190,000 tested, under 10 active; CSM14.1 thapsigargin-induced death rescue, ATP luminescence; higher % means a stronger effect; cellular ATP content (survival), % at 20 µM, or EC50 in µM where a hit was titrated;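 active = EC50 below 50 µM in the dose-response confirmation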;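 also: death triggered by thapsigargin at about 15 µM added after 2 h compound pretreatment; cell ATP read after overnight thapsigargin exposure of roughly 18 to 22 hours; normalized against plate controls of thapsigargin alone and 5% DMSO vehicle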
XIAP displacement: small molecules displacing peptide from XIAP – biochemical, IAP family, fluorescence polarization (AID 1018) | XIAP BIR domain, fluorescence polarization peptide displacement; higher % means a stronger effect | one-dose displacement, % at 20 µM; IC50 in µM for titrated hits | 0.007% of 200,000 active; in the data active = displacement above about 50%; also: a part of the inactive calls stands beside numbers as strong as those of hits
West Nile virus CPE: inhibition of WNV-induced cytopathic effect – cell-based, CPE readout (AID 1621). CPE inhibition, % at 10 µM, or IC50 in µM where a hit was titrated. 0.02% of 290,000 active. West Nile virus-infected cells, CPE inhibition; higher % means a stronger effect; in the data active = a potency from the dose series; also: strong numbers were not always called active
RSV CPE inhibition: RSV antiviral activity via CPE protection, HEp-2 cells, primary 10 µM value included (AID 2391). HEp-2 cells, RSV-induced CPE inhibition; higher % means a stronger effect. one-dose CPE inhibition, % at 10 µM; IC50 in µM for titrated hits. 0.13% of 310,000 active; in the data active = a potency from the dose series; also: strong numbers were not always called active
K1F lysis inhibition: inhibition of K1F phage lysis, E. coli UTI89, bacterial capsule biogenesis inhibitors, alamar blue (AID 488966); E. coli UTI89 K1F phage lysis, alamar blue, 2 h; higher % means a stronger effect; inhibition, % at 100 µM, or IC50 in µM where a hit was titrated; 0.02% of 340,000 active;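 active = phage lysis inhibition, versus mean bacterial control, above a set limit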;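 also: capsule biogenesis inhibitors block K1F phage lysis so surviving cells raise fluorescence; higher fluorescence means more inhibition of phage lysis; actives were called in the ten point dose series up to 300 µM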
Dengue-2 NS5 capping: flavivirus cap methylation enzyme inhibition – biochemical, confirmation dose response, primary screen (AID 588689); Dengue-2 NS5 methyltransferase capping enzyme assay, biochemical; higher % means a stronger effect; inhibition, % at 25 µM; hits with a dose series show IC50 in µM; 0.3% of 340,000 active; in the data active = a potency from the dose series
WT yeast gro inh: growth inhibition of WT yeast, mitochondrial fusion screen; mitochondrial fusion phenotypic screen, WT strain; inhibition, % at 10 µM; 2.1% of 190,000 active; AID 1362; in the data active = inhibition above about 58%; tested in S. cerevisiae
Yfh1-depleted yeast: mitochondrial function rescue without frataxin homolog – Friedreich's ataxia, plus single-dose screen, dose response (AID 1465); 0.074% of 220,000 active; S. cerevisiae Yfh1-off respiration, WST-1 reduction, 72 h; higher fold induction means a stronger effect; one-dose fold induction at 50 µM; EC50 in µM for titrated hits;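 active = fold induction of absorbance versus untreated yeast above a set limit, then at least 30% activation at any dose in follow-up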;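 also: activators that raise dye reduction in frataxin-depleted yeast; strong numbers were not always called active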
WT yeast gro inh mutant strain: also measured in WT yeast gro inh; calls as there; inhibition, %; mitochondrial fusion phenotypic screen, mutant strain inhibition
* hit, by the source's call; i = inactive; nt = no result given; [ ] = dose if it differs, or a comment.

SMILES	Large T inhibition	CSM14.1 death rescue	XIAP displacement	West Nile virus CPE	RSV CPE inhibition	K1F lysis inhibition	Dengue-2 NS5 capping	WT yeast gro inh	WT yeast gro inh mutant strain	Yfh1-depleted yeast
COc1ccc(CCn2c(=N)c(C(=O)NC3CCCCC3)cc3c(=O)n4ccccc4nc32)cc1	7.6%	nt	nt	-0.4%	-2.6%	0.5%	17.1%	nt	nt	nt
O=C(c1ccco1)N1CCN(c2nc3ccsc3c(=O)s2)CC1	1.4%	nt	0.5%	0.3%	5.5%	6.4%	3.6%	-5.6	-9.8	i
O=C(Nc1cccc(S(=O)(=O)N2CCCC2)c1)c1cccc(OC(F)F)c1	5.0%	nt	nt	nt	7.8%	1.2%[50 µM]	-0.7%	nt	nt	nt
N/C(=N\OC(=O)CC1CCCCC1)c1cccc(Br)c1	7.0%	nt	nt	1.1%	2.8%	0.9%[50 µM]	4.5%	nt	nt	nt
CCN(CC)C(=O)c1n[nH]c(=O)c2ccccc12	1.1%	-3.4%	1.0%	0.4%	0.2%	1.2%	-2.4%	0.2	-0.2	i
CCC(=O)Nc1ccc(Nc2nc(C)c([N+](=O)[O-])c(Nc3ccc(NC(=O)CC)cc3)n2)cc1	9.3%	-1.1%	0.5%	0.8%	-0.2%	0.6%	-2.9%	-9.9	-18.1	i
CCCn1cc(CN2CCC(n3nccc3NC(=O)c3ccccc3)CC2)c(C)n1	23.3%	nt	nt	-0.2%	-0.5%	-0.1%	0.0%	nt	nt	nt
O=C(CSc1nc(N2CCOCC2)nc(N2CCOCC2)n1)Nc1ccccc1F	10.3%	nt	nt	-0.1%	2.6%	1.2%[50 µM]	-1.3%	nt	nt	nt
CC(C)NC(=O)Cn1cc(C#N)c2cc(Br)ccc21	14.7%	-1.1%	-4.4%	0.2%	1.8%	4.7%	-0.8%	-4.3	-23.8	i
Cc1ccc2c(SCC(=O)NCc3ccco3)nc(-c3ccc(F)cc3)nc2c1	-2.1%	-0.9%	-3.6%	0.5%	1.7%	-1.3%	-8.1%	-4.2	-41.6	i
COCCNC(=O)CN(C(=O)CCC(=O)Nc1cc(C)on1)c1cccc(C)c1C	12.8%	-2.3%	-3.1%	-0.2%	3.3%	0.2%	3.2%	0.0	1.3	i
Nc1sccc1C(=O)c1ccccc1	27.3%	-0.2%	-8.5%	0.0%	0.2%	nt	nt	-3.0	-8.7	i
COCCn1cnc2c1c(=O)n(CC(=O)NN)c(=O)n2Cc1ccccc1	11.7%	nt	nt	-0.5%	0.1%	0.2%	-2.6%	nt	nt	nt
CCCCNC(=O)NS(=O)(=O)c1ccc(NC(=O)CCC(=O)c2cccs2)cc1	10.1%	nt	nt	-0.1%	5.7%	0.2%	-1.6%	nt	nt	nt
CCC(C)(C)n1nnnc1CN1CCC(O)(c2cccc(C(F)(F)F)c2)CC1	2.5%	nt	nt	-0.5%	6.1%	0.5%	nt	-1.1	9.7	i
CCn1c(S(=O)(=O)O)nc2ccccc21	13.4%	nt	nt	0.4%	2.3%	0.1%	1.6%	nt	nt	i
CC(=O)N1CCCN(C(=O)c2ccc3nc(Cc4ccccc4F)oc3c2)CC1	9.7%	nt	nt	-0.4%	0.7%	0.1%	0.0%	nt	nt	nt
COc1ccc(C(OCC(O)CN(C)C2CCCCC2)c2ccc(OC)cc2)cc1 (stereo unspecified)	-9.4%	nt	nt	-2.0%	-0.9%	-0.2%	-3.2%	nt	nt	nt
Cc1csc(NC(=O)C(F)(F)F)n1	9.6%	-0.6%	1.0%	-0.5%	1.9%	0.7%[50 µM]	-13.2%	-13.1	-9.4	i
CCOc1cc(C(=O)N/N=C/C2CC=CCC2)cc(OCC)c1OCC (stereo unspecified)	4.5%	-1.8%	-5.7%	-0.3%	0.6%	-0.1%[50 µM]	2.5%	-15.9	-12.6	i
O=C(COc1ccccc1)Nc1ccc(S(=O)(=O)Nc2ccccn2)cc1	-11.9%	nt	nt	0.8%	-0.4%	0.3%	0.0%	nt	nt	nt
O=[N+]([O-])c1cccc(-c2cn3ccccc3n2)c1	14.1%	-1.2%	2.5%	0.9%	2.4%	-0.7%	-4.4%	-6.3	20.7	i
Cn1c(=O)c2c(nc(N3CCOCC3)n2CCCNC2=NCCCCC2)n(C)c1=O	12.5%	-1.6%	-4.9%	0.2%	0.2%	0.0%	-3.9%	-2.5	6.4	i
Cc1ccc(NC(=O)c2cnccn2)c(OC(F)F)c1	7.0%	nt	-4.3%	0.2%	0.1%	4.2%	-0.8%	-2.3	-1.9	i
C=CCN(c1ccccc1)S(=O)(=O)c1cccc(C(=O)O)c1	0.8%	-2.1%	-11.5%	-0.2%	1.1%	3.3%	9.5%	-13.0	-11.6	i
COC(=O)c1[nH]c2ccc(C)cc2c1NC(=O)CN1CCCC(C)(C)C1	-6.9%	-2.0%	-0.4%	-0.3%	19.6%	0.6%	0.5%	4.3	38.6	i
CCOC(=O)C1=C(c2ccccc2)Nc2ncnn2C1c1cccc(O)c1 (stereo unspecified)	4.4%	nt	nt	0.5%	-2.1%	0.3%	3.5%	nt	nt	i
Cc1nn(C(=O)C(C)N2C(=O)c3ccccc3C2=O)c(C)c1Br (stereo unspecified)	14.2%	0.8%	-2.7%	0.1%	nt	0.7%	-1.1%	-5.0	5.9	i
CCOC(=O)CC1COc2ccccc2N1C(=O)c1ccc(C)cc1 (stereo unspecified)	11.8%	-0.5%	-0.3%	-1.3%	4.9%	-0.2%	-4.2%	3.2	-10.4	i
CCOC(=O)N1CCN(C(=O)c2ccc3c(c2)N(Cc2ccccc2)CCS3)CC1	-1.7%	nt	nt	-0.7%	3.6%	-1.7%	-7.0%	nt	nt	nt
Cc1ccc(N2CC(O)Cn3c2nc2c3c(=O)n(C)c(=O)n2C)cc1 (stereo unspecified)	9.0%	nt	nt	-0.1%	0.8%	1.6%	-1.3%	nt	nt	nt
CCN(CC)C(=O)CSc1nc(-c2ccccc2)cc(=O)[nH]1	12.8%	0.7%	-3.8%	0.3%	1.3%	0.0%	-3.0%	7.7	4.3	i
Cc1cc(S(=O)(=O)N2CCN(Cc3ccccc3)CC2)c(C)s1	1.7%	-0.1%	nt	-0.6%	1.1%	0.1%	2.9%	14.0	11.5	i
CCCCC(=O)Nc1ccc(NC(=O)c2ccccc2[N+](=O)[O-])cc1OC	12.3%	-2.3%	-5.5%	0.0%	1.8%	3.3%	-5.1%	-5.5	25.9	i
Cc1ccccc1S(=O)(=O)Cc1ccc(C(=O)NCc2ccccc2)o1	12.0%	nt	nt	0.2%	2.1%	-0.1%	-0.9%	nt	nt	nt
Cc1ccc2c(N)c(C(=O)c3ccccc3)sc2n1	2.5%	nt	nt	0.1%	2.1%	2.3%	3.1%	nt	nt	i
COc1ccc(C2CC(O)(c3ccccc3)Oc3cc(OC)cc(OC)c32)cc1 (stereo unspecified)	nt	nt	nt	0.0%	nt	1.1%	-4.0%	nt	nt	i
Cc1noc2ncnc(Oc3ccc(F)cc3)c12	3.2%	0.3%	-16.3%	0.4%	1.4%	0.3%	-1.4%	-22.4	-2.6	i
O=S(=O)(NCCC1=CCCCC1)c1cccc(S(=O)(=O)N2CCOCC2)c1	0.1%	1.1%	-4.0%	-0.3%	3.2%	4.7%	-6.4%	-3.6	-8.2	i
COc1cccc(C(c2c(N)n(C)c(=O)n(C)c2=O)C(C)[N+](=O)[O-])c1 (stereo unspecified)	16.4%	nt	nt	0.0%	nt	-3.1%	-4.6%	nt	nt	i
Cc1ccc2sc(N(CCN(C)C)C(=O)c3ccc4ccccc4c3)nc2c1C	8.5%	nt	nt	1.2%	1.4%	0.5%	2.3%	nt	nt	nt
CCCc1n[nH]c(=O)[nH]1	3.4%	0.5%	-1.5%	1.0%	0.5%	0.2%	nt	0.8	-14.2	i
CCc1nc(N=C(N)N)nc2ccccc12	-1.2%	-0.2%	-3.9%	0.1%	6.3%	nt	nt	11.5	4.0	i
CCOC(=O)c1cc(CC)sc1NC(=O)c1cc(OCC)c(OCC)c(OCC)c1	-2.5%	-1.2%	2.4%	0.6%	1.5%	1.1%	-0.7%	-12.2	-24.8	i
COc1ccc(NC(=O)CSc2nnc(-c3ccccc3C)n2N)cc1	7.9%	0.2%	-21.0%	0.1%	-0.6%	-0.1%	-1.8%	-1.9	-11.6	i
O=[N+]([O-])c1ccc(N2CCN(c3ccc(O)cc3)CC2)c(Cl)c1	29.1%	0.4%	-7.6%	-2.3%	21.5%	-1.5%	26.0%	9.2	-9.2	i
CCOc1ccc(N2CC(C(=O)OCC(=O)NCc3ccccc3)CC2=O)cc1 (stereo unspecified)	6.8%	0.6%	-5.8%	-0.6%	-1.0%	2.8%	-1.4%	-6.8	-33.0	i
O=C(c1ccccc1)N1N=C(c2ccccc2)CC1c1cccs1 (stereo unspecified)	-1.5%	nt	nt	-1.1%	7.4%	-0.1%	-8.6%	nt	nt	nt

Ordered by molecular weight (smallest number first): 11 of the compounds above.
SMILES	Large T inhibition	CSM14.1 death rescue	XIAP displacement	West Nile virus CPE	RSV CPE inhibition	K1F lysis inhibition	Dengue-2 NS5 capping	WT yeast gro inh	WT yeast gro inh mutant strain	Yfh1-depleted yeast
CCCc1n[nH]c(=O)[nH]1	3.4%	0.5%	-1.5%	1.0%	0.5%	0.2%	nt	0.8	-14.2	i
Cc1csc(NC(=O)C(F)(F)F)n1	9.6%	-0.6%	1.0%	-0.5%	1.9%	0.7%[50 µM]	-13.2%	-13.1	-9.4	i
O=[N+]([O-])c1cccc(-c2cn3ccccc3n2)c1	14.1%	-1.2%	2.5%	0.9%	2.4%	-0.7%	-4.4%	-6.3	20.7	i
O=[N+]([O-])c1ccc(N2CCN(c3ccc(O)cc3)CC2)c(Cl)c1	29.1%	0.4%	-7.6%	-2.3%	21.5%	-1.5%	26.0%	9.2	-9.2	i
Cc1cc(S(=O)(=O)N2CCN(Cc3ccccc3)CC2)c(C)s1	1.7%	-0.1%	nt	-0.6%	1.1%	0.1%	2.9%	14.0	11.5	i
COc1ccc(NC(=O)CSc2nnc(-c3ccccc3C)n2N)cc1	7.9%	0.2%	-21.0%	0.1%	-0.6%	-0.1%	-1.8%	-1.9	-11.6	i
CC(=O)N1CCCN(C(=O)c2ccc3nc(Cc4ccccc4F)oc3c2)CC1	9.7%	nt	nt	-0.4%	0.7%	0.1%	0.0%	nt	nt	nt
CCCn1cc(CN2CCC(n3nccc3NC(=O)c3ccccc3)CC2)c(C)n1	23.3%	nt	nt	-0.2%	-0.5%	-0.1%	0.0%	nt	nt	nt
COc1ccc(C(OCC(O)CN(C)C2CCCCC2)c2ccc(OC)cc2)cc1 (stereo unspecified)	-9.4%	nt	nt	-2.0%	-0.9%	-0.2%	-3.2%	nt	nt	nt
CCCCNC(=O)NS(=O)(=O)c1ccc(NC(=O)CCC(=O)c2cccs2)cc1	10.1%	nt	nt	-0.1%	5.7%	0.2%	-1.6%	nt	nt	nt
CCC(=O)Nc1ccc(Nc2nc(C)c([N+](=O)[O-])c(Nc3ccc(NC(=O)CC)cc3)n2)cc1	9.3%	-1.1%	0.5%	0.8%	-0.2%	0.6%	-2.9%	-9.9	-18.1	i
